mcGAS MS inh = mouse cGAS inhibition by mass spec; Q8C6L5; actives 0.18% (n = 130,000); recombinant mouse cGAS, cGAMP by RapidFire MS; inhibition, % at 12.5 µM;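 active means inhibition of cGAS enzyme activity at or above 60%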;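 further: enzyme stimulated by 45 bp dsDNA with ATP and GTP substrates; cGAMP share of summed cGAMP plus half ATP and half GTP signals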
Target sequence (Q8C6L5 whole entry, looked up): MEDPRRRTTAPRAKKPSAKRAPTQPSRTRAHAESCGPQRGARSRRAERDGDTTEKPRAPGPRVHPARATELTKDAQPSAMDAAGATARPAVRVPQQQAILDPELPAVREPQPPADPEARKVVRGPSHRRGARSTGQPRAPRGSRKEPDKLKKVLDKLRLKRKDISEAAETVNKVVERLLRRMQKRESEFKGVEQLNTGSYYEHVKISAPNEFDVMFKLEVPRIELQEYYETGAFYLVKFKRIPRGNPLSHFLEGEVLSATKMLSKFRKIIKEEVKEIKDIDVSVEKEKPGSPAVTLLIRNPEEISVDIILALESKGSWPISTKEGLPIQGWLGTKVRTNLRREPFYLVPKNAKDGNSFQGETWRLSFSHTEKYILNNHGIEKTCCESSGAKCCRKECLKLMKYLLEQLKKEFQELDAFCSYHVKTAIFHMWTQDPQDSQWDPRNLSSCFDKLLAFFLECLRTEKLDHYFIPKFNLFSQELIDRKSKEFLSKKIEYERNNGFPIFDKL
The depositor's hits bear a star; & = joins results of further samples.

SMILES	mcGAS MS inh
CSC(C)c1cccc(NC(=O)N(C)CCC(C)O)c1 (centres undefined)	-12
CN1CCCCCC1C(=O)N1CCC(N2CCC(C(=O)N3CCOCC3)CC2)CC1 (centres undefined)	-9&-5
CN(C)c1ccc(N2CC(=O)C(c3nc(-c4cccc(Cl)c4)cs3)C2=N)cc1 (centres undefined)	-5
Cn1c(SCC(=O)N2CCCc3ccccc32)nnc1-c1ccco1	-6
c1ccc(CCc2nn3c(C4COc5ccccc5O4)nnc3s2)cc1 (centres undefined)	54
O=C(OCc1cc(=O)oc2ccc3ccccc3c12)c1cc2ccccc2o1	0
O=C1CC2(CCCC2)C(=O)N1CN1CCN(S(=O)(=O)c2cc(F)ccc2F)CC1	-13
Cc1nc(-c2ccncc2)nc(Nc2cn[nH]c2)c1C	8
COc1cc(OC)c(C2=CCN(C(=O)C(C)C)CC2)c(OC)c1	1
COc1cccc(C(=O)OCc2nc(-c3cccs3)no2)c1O	4
CCc1cc(N2CCC3(CC2)CNC(=O)O3)nc(N2CCOCC2)n1	-26
O=C(NC1CCN(C(=O)c2cc(-c3cccc(Cl)c3)n[nH]2)CC1)C1CCCCC1	0
O=S(=O)(c1cccs1)N1CCN(c2nc(C(F)(F)F)nc3ccccc23)CC1	-6
CN(C)CC1(O)CCN(C(=O)CCCCc2ccccc2)C1 (centres undefined)	-17
O=C(NC1C2COCC1CN(CC1CC1)C2)c1cncs1 (centres undefined)	-2
C(=Nn1c(-c2ccccc2)csc1=NC1CCCCC1)c1ccccn1	-9
CC(C)C(=O)N1CC(C(=O)NCc2ccccc2)C(c2cccc(C(F)(F)F)c2)C1 (centres undefined)	-3
COc1ccc(C(=O)N2CCC(O)(c3ccc(C)cn3)CC2)c(F)c1F	-46
CS(=O)(=O)Cc1ccc(F)cc1CNCC1CC2C=CC1C2 (centres undefined)	0
C#C[C@]1(O)CCC2C3CCC4=C(CCC(=O)C4)C3CC[C@@]21C (some centres undefined)	0
CC(NC(C)c1ccc(Cl)cc1Cl)C(=O)Nc1ccnn1C(C)C (centres undefined)	-5
Cn1cc(/C=C/C(=O)N2CCCC(CO)(Cc3ccccc3)C2)cn1 (centres undefined)	-5
COc1cccc(CN2CCCC3(CCN(C(=O)c4n[nH]c5c4CCC5)C3)C2)c1 (centres undefined)	-9
CC(=O)C1=NN(c2ccccc2)C2(N3CCOCC3)CCCC12 (centres undefined)	4
CC1CN(C(C(=O)NC2CCN(C3CC3)C2)C(C)C)CC(C)O1 (centres undefined)	2
Next records follow.
SMILES	mcGAS MS inh
C1CCCCCC(NCCN2CCNCC2)CCCCC1	9
CN1C(=O)C(=Cc2cc(Br)c3c(c2)OCO3)C(=O)N(C)C1=O	1
OCCn1c(CN2CCc3sccc3C2c2cccs2)nc2ccc(Cl)cc21 (centres undefined)	-11
Cc1ccc(C)c(C(C)CNC(=O)C2CCN(S(=O)(=O)/C=C/c3ccccc3)CC2)c1 (centres undefined)	1
CC(c1ccc(S(N)(=O)=O)cc1)N(C)C(=O)c1ccc2ccccc2n1 (centres undefined)	-7
CCn1cc(S(=O)(=O)n2nc(C)c(Br)c2C)cn1	-1
NC(=O)N1CCCC(C(=O)O)C1 (centres undefined)	-1
O=C(Cc1ccc(F)cc1)Nc1ccc2c(c1)CCC(=O)N2	-2
CCC(C)NC(=O)c1cn2c(n1)CCC(c1cc(C)c(OC)c(C)c1)C2 (centres undefined)	-2
CCc1nnsc1C(=O)OC(C)C(=O)Nc1cc(C)ccc1OC (centres undefined)	-14
N#Cc1ccc(SCC(=O)NCC2(Sc3ccccc3)CC2)cc1	11
CN1CC(=O)N2C[C@@H](NC(=O)c3ccc[nH]3)C[C@H]2C1=O	-13
OC[C@@]12CCC[C@@H]1CN(Cc1cc3n(n1)CCCNC3)C2	10
CCN1CCN(CC(C)CNC(=O)N2CCSC(C)C2C)CC1 (centres undefined)	-14
COCCN(Cc1ccsc1)C(=O)[C@@H]1C[C@H](N)CN1C	-3
CCOC(=O)C1(C)CCCCN1C(=O)c1cccc(C#N)c1 (centres undefined)	-3
CC(C)(C)OC(=O)NC1CCN(C(=O)CCc2cccc(F)c2F)CC1	-6
CCOc1ccc(C(=O)c2nc3c(n2O)CCCCC3)cc1	-2
COCCn1c(C)cc(O)c(C(c2cccnc2)N2CCC(C)CC2)c1=O (centres undefined)	-8
CC(C)Cn1c(SCc2cn3ccsc3n2)nc2sc3c(c2c1=O)CCCC3	-4
CN1C(=O)N(C)C2(CCN(C(=O)Cc3ccc(Cl)cc3)CC2)C1=O	-9
Cn1c(N)c(-c2nc(-c3ccc4c(c3)OCO4)c(C(=O)C(C)(C)C)s2)c(=O)n(C)c1=O	-14
COc1ccccc1Oc1ncccc1CNCc1ccccc1Cl	-1
Cc1noc(C)c1CCC(=O)Nc1cccc2c1CCCC2	-4
Cc1nnc(SCC(=O)Nc2sc3c(c2C(N)=O)CCC3)s1	-9
(cont.)
SMILES	mcGAS MS inh
Cc1nn(C)c(Cl)c1S(=O)(=O)NC(=O)C1(C)CCN1C(=O)Cc1cccs1 (centres undefined)	-3
O=C(O)[C@H]1C[C@@H](C(=O)NC2CC2)CN(Cc2cn[nH]c2C2CCCCC2)C1	6
COCCn1c(C)c(C)n2c3c(=O)n(CC(N)=O)c(=O)n(C)c3nc12	-12
COC[C@H](Cc1ccccc1)NC(=O)CCC1NC(=O)c2ccccc2N(Cc2ccccc2)C1=O (some centres undefined)	-6
O=C(Cc1ccccc1)c1ccc(-c2ccn[nH]2)cc1	-17
COC(C)(C)CC(C)NC(=O)N1CCN(C(C)C(F)(F)F)CC1 (centres undefined)	-5
Cn1c(CNCCCN2CCc3ccccc3C2)nc2ccccc21	-13
COc1cc2c(cc1OC)CN(C(=O)c1cn(Cc3ccccc3F)nn1)CC2	-10
OC(c1ccc(F)cc1)c1ncc(-c2cccc(C(F)(F)F)c2)[nH]1 (centres undefined)	-5
COc1ccc(OC2CCN(C(=O)C3CC3)CC2)c(C(=O)NCc2cnc(C)cn2)c1	-5
COC(=O)c1cc(COC(=O)CNC(=O)c2cccc(C)c2)oc1C	-14
Cc1[nH]c2ccccc2c1SCC(=O)Nc1ccccc1	-5
CC(C)CNC(=O)C1(C)CCCN1Cc1ccccc1-c1ccccc1 (centres undefined)	0
Cn1cc(CN(C(=O)CSCc2ccccc2Cl)C2CC2)cn1	-11
CCOC(=O)c1c(NC(=O)COc2ccc(Cl)cc2)sc(C(=O)Nc2ccccc2OC)c1C	-1
O=C(CN1CCOc2ccccc2C1)NC1CCCN(CCc2ccccc2)C1 (centres undefined)	-12
O=C(NCc1ccco1)C12CC3CC(CC(C3)C1)C2	15
Cc1nc2ccccn2c(=O)c1NC(=O)c1ccccc1C(F)(F)F	-8
CCC1=NN(C(=O)c2cccs2)C(O)(C(F)(F)F)C1 (centres undefined)	6
CC(C)Oc1ccc(Cl)cc1C(N)=O	-12
CC(O)c1ccc(N2CCOCC2)cc1Cl (centres undefined)	-4
COCCn1c(O)c(C=NCCNC(C)=O)c(=O)[nH]c1=S	-11
COc1ccc2c(=O)c(Oc3ccc(F)cc3)c(C(F)(F)F)oc2c1	-20
CN(CC1CCCCO1)S(=O)(=O)NCc1ccccc1 (centres undefined)	-20
Clc1cccc(N2CCN(C3CCCN(CC4CCCC4)C3)CC2)c1 (centres undefined)	-7
Later entries.
SMILES	mcGAS MS inh
CCOC1CC1C(=O)NC1CCCOc2ccccc21 (centres undefined)	-11
Cc1cc(Oc2cccc(Cl)c2)nc(SCc2cc(F)ccc2F)n1	-5
Cc1cc(CC(C)NC(=O)c2ccc3c(c2)nnn3C)n[nH]1 (centres undefined)	-5
O=C(O)CN1C(=O)CSc2nnc(COc3cc(Cl)ccc3Cl)n21	-3
CCOC(=O)C1(Cc2cccc(OC)c2)CCCN(C(=O)c2csc(SC)n2)C1 (centres undefined)	-4
Cn1nnnc1N1CCCC2CN(CCC(N)=O)CC21 (centres undefined)	-7
Cc1ccc(CN(C)C(=O)C2CCN(S(=O)(=O)c3cccs3)CC2)c(C)c1	-2
COc1ccccc1-n1ccc2c(cnc3ncnn32)c1=O	-6
CCOc1coc(C(=O)Nc2c(C)cc(C)cc2C)cc1=O	-9
COc1ccc(S(=O)(=O)Nc2ccc3c(c2)-c2nc(C)sc2CC3)c(OC)c1	10
CCOC(=O)c1cnc[nH]1	-18
Cc1occc1C(=O)Nc1nc2ccc(S(C)(=O)=O)cc2s1	-6
Cc1nc(CN(C)C(=O)c2oc(COc3ccccc3)cc2C)no1	-34
CC(c1ccc(S(C)(=O)=O)cc1)N(C)S(=O)(=O)c1ccc(F)cc1Cl (centres undefined)	-8
COC(=O)c1cccc(CN2C(=O)C(C)(C)ON=C2c2ccc3c(c2)OCO3)c1	-8
CCN1CCN(c2ccc(NC(=O)CN(C)C(C)c3cccs3)cc2)CC1 (centres undefined)	-8
CC(OC(=O)C1CCN(C(=O)c2ccco2)CC1)C(=O)N(C)c1ccccc1 (centres undefined)	5
Cc1nc(N)cc(C[n+]2csc(CCO)c2C)n1	-6
Cc1ccnc(NC(=O)CN(C)C(=O)c2cc(C)n(C3CC3)c2C)c1	-8
CC1CCc2c(sc3ncn(CC(=O)Nc4ccccc4C(C)(C)C)c(=O)c23)C1 (centres undefined)	-3
Cc1ccnc(N2CCN(c3ncnc4scc(-c5ccc(F)cc5)c34)CC2)c1	-3
CN1CCN2CCN(C(=O)CCOc3ccccc3)CC2C1=O (centres undefined)	-7
CCc1nc(N)sc1C(=O)N1CC(Oc2ccccc2C)C1	-13
Cc1ccc(CNCc2nc(N(C)C)n(-c3ccccc3)c2Cl)cc1	-7
CSc1cccc(CN2CCCC(CO)(Cc3ccccc3)C2)c1 (centres undefined)	-8
(further entries)
SMILES	mcGAS MS inh
COC(=O)CN1C(=O)C(c2ccccc2)Oc2ccc([N+](=O)[O-])cc21 (centres undefined)	-2
CC(C)c1ccc(NC2CCCN(C(=O)c3cnc4ccccc4c3)C2)cc1 (centres undefined)	-1
Cc1nc2ccc(CN(C)c3ccc(C(=O)N[C@@H](CCC(=O)O)C(=O)O)s3)cc2c(=O)[nH]1	-8
CCc1ccc(-c2csc(NC(=O)c3ccco3)n2)cc1	-2
COc1ccc(C2NC(=S)N(c3ccc(C)cc3)C(C)=C2C(=O)Nc2cc(C)on2)cc1O (centres undefined)	-9
Cc1cc(=O)[nH]c(-n2nc(C)c(CCC(=O)N3CCC(C(N)=O)CC3)c2C)n1	-3
O=C(NCC1CCCO1)c1csc(Nc2ccc(OC(F)F)cc2)n1 (centres undefined)	-7
c1ccc(Nc2nc(NCc3ccc4c(c3)OCO4)nc3nccnc23)cc1	15
COc1ccccc1N=C(Nc1ccccc1OC)SC	-6
CC1=NOC(C)(CNC(=O)CCc2n[nH]c3c2CCCC3)C1 (centres undefined)	-10&9
Cc1cccc(N2CCN(C(=O)C3CCCN(C(=O)N(C)C)C3)CC2)c1 (centres undefined)	-6
CC(=O)Nc1cnc(-c2cccc(C(=O)N3CCOCC3)c2)cn1	-6
O=C(c1cc(-c2ccccc2)n[nH]1)N(Cc1nccs1)C1CC1	-21
COc1cccc(NC(=O)C(C#N)C(=O)Cc2c(C)noc2C)c1 (centres undefined)	10
CO[C@]12C[C@@H](COC(=O)c3cncc(Br)c3)CN(C)[C@@H]1CC1=CN(C)C3C=CC=C2C13 (some centres undefined)	10
C=CCONC(=O)C1CCN(Cc2cnc3ccccn23)CC1	-6
Cc1ccc(C(NS(=O)(=O)c2cccs2)c2ccccc2)cc1C (centres undefined)	-28
Cc1c(Br)c(C(F)(F)F)nn1CC(=O)NCC#N	-15
O=c1c(-c2cccc(C(F)(F)F)c2)[n+]([O-])c2ccccc2n1O	-3
Cc1ccc(S(=O)(=O)N2c3ccccc3Oc3ccccc32)cc1	-10
Cc1c(C(=O)N(C)Cc2nc3ccccc3s2)oc2c1C(=O)CCC2	-30
O=C(CCCc1c[nH]c2ccccc12)NNC(=O)COc1cccc(Br)c1	-4
Cc1cc(S(=O)(=O)NCc2ccc3c(c2)OCO3)c(C)c(C)c1C	-3

By substructure: the compounds so far containing a Cl atom (16)
SMILES	mcGAS MS inh
CN(C)c1ccc(N2CC(=O)C(c3nc(-c4cccc(Cl)c4)cs3)C2=N)cc1 (centres undefined)	-5
O=C(NC1CCN(C(=O)c2cc(-c3cccc(Cl)c3)n[nH]2)CC1)C1CCCCC1	0
CC(NC(C)c1ccc(Cl)cc1Cl)C(=O)Nc1ccnn1C(C)C (centres undefined)	-5
OCCn1c(CN2CCc3sccc3C2c2cccs2)nc2ccc(Cl)cc21 (centres undefined)	-11
CN1C(=O)N(C)C2(CCN(C(=O)Cc3ccc(Cl)cc3)CC2)C1=O	-9
COc1ccccc1Oc1ncccc1CNCc1ccccc1Cl	-1
Cc1nn(C)c(Cl)c1S(=O)(=O)NC(=O)C1(C)CCN1C(=O)Cc1cccs1 (centres undefined)	-3
Cn1cc(CN(C(=O)CSCc2ccccc2Cl)C2CC2)cn1	-11
CCOC(=O)c1c(NC(=O)COc2ccc(Cl)cc2)sc(C(=O)Nc2ccccc2OC)c1C	-1
CC(C)Oc1ccc(Cl)cc1C(N)=O	-12
CC(O)c1ccc(N2CCOCC2)cc1Cl (centres undefined)	-4
Clc1cccc(N2CCN(C3CCCN(CC4CCCC4)C3)CC2)c1 (centres undefined)	-7
Cc1cc(Oc2cccc(Cl)c2)nc(SCc2cc(F)ccc2F)n1	-5
O=C(O)CN1C(=O)CSc2nnc(COc3cc(Cl)ccc3Cl)n21	-3
CC(c1ccc(S(C)(=O)=O)cc1)N(C)S(=O)(=O)c1ccc(F)cc1Cl (centres undefined)	-8
Cc1ccc(CNCc2nc(N(C)C)n(-c3ccccc3)c2Cl)cc1	-7

Screening data deposited in PubChem by Fisher Drug Discovery Resource Center.

A portion of the library, so the mix of outcomes need not match the whole.
